Source: PubChem (National Center for Advancing Translational Sciences (NCATS))
IL-1B inflam inh: inhibitors of inflammasome signaling (IL-1 beta secretion) | THP-1 LPS/ATP IL-1B secretion, AlphaLISA, 16 h; active compounds read low | activity change, % at 57.5 µM | actives 4.7% (n = 360,000) | AID 743279; in the data active = activity change below about -50%; inconclusive = mostly about -30% to -49%; note: % is set by controls: 0 for no effect and ±100 for the full control effect
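THP-1 cells pretreated 1 hr with compounds (up to 57.5 uM final), then stimulated with LPS (250 ng/mL final) plus ATP (1.25 mM final); secreted IL-1B measured by AlphaLISA after 16 hr, decreased signal indicating inhibition.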
Nrf2 block: inhibitors of Nrf2 signaling; A549 ARE-Fluc reporter, luciferase luminescence, 18-24 h; Potency, µM (highest dose often 46 µM), without a hit: top-dose activity change, negative = inhibition, hits mostly inhibitors; actives 2.1% (n = 360,000); AID 504444; note: potency is the fitted concentration of half-maximal effect; % is set by controls: 0 for no effect and ±100 for the full control effect; nearly all actives have a fitted effect of over 60% in size
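Nrf2 function is reported as luminescence of an ARE-controlled luciferase in A549 cells. Compounds were tested at several concentrations, and a CellTiter-Fluor read on the same wells flagged cytotoxicity.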
TGFb inhibitor: TGF-b pathway inhibition; AID 588855; Potency, µM (titrated, usually from 46.1 µM), for inactives: at the highest dose activity, negative = inhibition, usual class: inhibitors; HepG2 CAGA-GFP TGF-b/SMAD3 reporter, GFP fluorescence, 18 h; TGF-beta stimulated, 500 pg/mL final; actives 1.2% (n = 410,000); note: potency is the fitted concentration of half-maximal effect; % is set by controls: 0 for no effect and ±100 for the full control effect; nearly all actives have a fitted effect of over 65% in size
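Using HEPG2 CAGA-GFP reporter cells at 1000 cells/well, we pinned test compounds, stimulated with recombinant TGF-beta (500 pg/mL final) and measured total well GFP after 18 h.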
ATXN viability: viability counter-screen for ATXN expression inhibitors; S2 cells (HEK-293 line with an ATXN2-luciferase reporter) viability, CellTiter-Fluor protease fluorescence, 24 h; Potency, µM (highest dose often 56.7 µM), most hits filed as cytotoxic; actives 0.49% (n = 400,000); note: potency is the fitted concentration of half-maximal effect; nearly all actives have a fitted effect of over 40% in size
HepG2 viability: kills HepG2 cells in TGF-b inhibitor counter-screen; HepG2 CAGA-GFP viability, ATP luminescence, 18 h; Potency, µM (titrated, usually from 46.1 µM), for the others: top-dose activity change, negative = cytotoxicity, actives largely listed as cytotoxic; actives 0.76% (n = 410,000); note: potency is the fitted concentration of half-maximal effect; some results filed as inactive show a strong effect at the top dose
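CellTiter-Glo luminescence gave cytotoxicity after 18 hours at 37 degrees C. The cells were HepG2 CAGA-GFP in 1% FBS DMEM, stimulated with 500 pg/mL TGF-beta after compound addition. %Activity was normalised to no-cell wells (complete cell-killing) and DMSO (no toxicity), and curves were fitted and classified.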
Nrf2 ARE act: activators of Nrf2 (ARE) signaling | AREc32 ARE-luciferase reporter (MCF7-derived line), luminescence, 24 h | Potency, µM (titrated, usually from 46.1 µM), without a hit: at the top dose activation, actives largely listed as activators | actives 0.31% (n = 410,000); note: potency is the fitted concentration of half-maximal effect; % of control where 0% means no effect; nearly all actives have a fitted effect of over 65% in size
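Each well held 1000 AREc32 cells, which were incubated with compound for 24 hr at 37 deg C after overnight attachment, and ARE reporter activity was quantified by firefly luciferase luminescence.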
ATXN2 expr inh: inhibitors of ATXN2 expression | HEK-293 ATXN2-luciferase reporter, luminescence, 24 h | Potency, µM (highest dose often 57 µM), inactives show top-dose activity change, negative = inhibition, actives largely listed as inhibitors | actives 0.72% (n = 360,000) | AID 1745845; note: potency is the fitted concentration of half-maximal effect; % is set by controls: 0 for no effect and ±100 for the full control effect; nearly all actives have a fitted effect of over 55% in size
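qHTS (up to 57 uM final) was run with 24 h compound exposure of reporter cells at 37 °C. Each well was multiplexed: SteadyGlo luminescence measured ATXN2-luciferase expression after a fluorogenic Gly-Phe-AFC viability readout (25 uM final).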
A549 tox: kills or reduces viability of A549 cells in Nrf2 counter-screen; A549 ARE-Fluc cells, CellTiter-Fluor viability, 18-24 h; Potency, µM (highest dose often 46 µM), without a hit: at the highest dose activity change, negative = cytotoxicity, actives largely listed as inhibitors; actives 0.16% (n = 390,000); note: potency is the fitted concentration of half-maximal effect; % is set by controls: 0 for no effect and ±100 for the full control effect
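A549 ARE-Fluc cells in 5% FBS OPTI-MEM, 5000 cells/well, rested 2 h then exposed to compounds in concentration-response for 18-24 h at 37 °C. Viability by CellTiter-Fluor fluorescence (Ex 405/Em 525) after 30 min; luciferase luminescence (BugLite, 15 min, RT) read afterwards.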
MCF10A rereplic: induces DNA re-replication in MCF 10a normal breast cells; MCF 10A DNA re-replication, Hoechst nuclear intensity, 48 h; Potency, µM (highest dose often 46.1 µM), inactives show at the top dose activity, positive = re-replication, actives largely listed as activators; actives 2.9% (n = 350,000); note: potency is the fitted concentration of half-maximal effect; % of control where 0% means no effect; nearly all actives have a fitted effect of over 50% in size
* = called active by the depositor; i = inactive; ? = inconclusive; . = no result given; & = joins results of further samples; [ ] = another dose, or the depositor's remark. Unless noted, calls come from the whole dose curve; as a rule, active = well fitted curve in the direction sought with a large enough effect; inconclusive = small, poorly fitted or top-dose-only effect, or another doubt; inactive = no such curve, though single readings can be large; an effect the other way counts as inactive or inconclusive.

molecule | IL-1B inflam inh | Nrf2 block | TGFb inhibitor | ATXN viability | HepG2 viability | Nrf2 ARE act | ATXN2 expr inh | A549 tox | MCF10A rereplic
COc1cc(C(=O)Nc2ccc(S(=O)(=O)N3CCc4ccccc43)cc2)cc(OC)c1OC | -11 | ? | 10% | i | -4% | 3.0% | 18% | -5% | 6%
CCOC(=O)C1=C(CN2CCN(c3ccc(OC)cc3)CC2)NC(=O)NC1c1ccc(OC)cc1 (stereo unspecified) | . | ? | ? | . | -23% | 0.1% | . | 0% | .
CC(Oc1ccccc1F)C(=O)NNC(=O)Cc1ccc(S(=O)(=O)N2CCOCC2)s1 (stereo unspecified) | 1 | 6% | -11% | i | 1% | -0.2% | 7% | 3% | 6%
Cc1nc2c(c(=O)c3ccccc3n2C)c(=O)n1C1CCCCCC1 | -22 | 17% | 0% | i | -25% | -0.6% | -1% | 1% | -3%
CCOC(=O)C1CCCN(C(=O)c2ccc(C)cc2O)C1 (stereo unspecified) | -2 | 13% | 6% | i | 2% | -0.3% | 5% | 4% | -5%
CC(C)Cc1ccc(S(=O)(=O)NCc2nc3cccnc3n2Cc2ccccc2)cc1 | . | . | ? | . | -25% | 4.8% | . | 0% | .
Oc1ccc(C[C@@H]2CNC(=S)N2CCCCC2CCCCC2)cc1 | -3 | -9% | 13µM* | ? | -107% | 7.9% | -10% | -1% | ?
Cc1cc(C)cc(Nc2ncnc3nc[nH]c23)c1 | 43 | ? | -29% | i | -46% | 4.7% | 45%[activator] | 1% | 10%
O=C(NCCN1CCN(c2ccccc2Cl)CC1)Nc1ccccc1 | -22 | ? | -3% | ? | 5% | 0.2% | 1% | -5% | -2%
CCOc1ccc(C(=O)Nc2cc(C)on2)cc1OCC | 0 | -17% | 6% | i | -37% | -0.5% | -15% | -1% | 6%
COc1ccc(Br)c(C(=O)Nc2nc3ccccc3[nH]2)c1 | 2 | ? | -1% | i | -3% | 15% | -2% | 2% | 3%
CN(C)N1C(=O)C2C3C=CC(O3)C2C1=O (stereo unspecified) | -2 | -3% | 5% | i | 2% | -0.8% | -6% | -5% | -1%
COC(=O)CCCC(=O)NC1CCCN(C2Cc3ccccc3C2)C1 (stereo unspecified) | 1 | 2% | 0% | i | 2% | -0.3% | -21% | 2% | -11%
COc1ccc(C(=O)/C=C/Nc2ccc([N+](=O)[O-])cc2C)cc1OC | -5 | -4% | 1% | i | -4% | -0.6% | -13% | -17% | 11%
O=C(OCN1C(=O)c2ccccc2C1=O)c1cccs1 | -13 | 3% | -6% | i | -33% | 2.9% | 2% | 1% | -8%
COC(=O)CCC(=O)OC1(C)C(=O)C=C2C=C(C3CC3)N(C3CCCC3)C=C2C1=O (stereo unspecified) | 1 | -18% | 2% | i | 8% | 3.6% | 10% | -12% | -12%
N#Cc1c(C(F)(F)F)cc(C2CC2)[nH]c1=O | 32 | -3% | -22% | i | -50% | -0.4% | -6% | -3% | 0%
Cc1ccc(C)c(NC(=O)Cn2cc(C(=O)c3cccs3)c3ccccc32)c1 | . | ? | ? | i | -18% | 0.3% | 0% | -8% | .
CCOC(=O)c1ccc(NC(=O)CSc2nc(=O)n3cccc(C)c3n2)cc1 | ? | ? | -18% | i | 0% | 4.3% | 3% | 0% | 8%
COC(=O)[C@H](CCSC)NC(=O)NCc1ccccn1 | 9 | . | -15% | i | -25% | -1.3% | 7% | 4% | 8%
CCOC(=O)N1CCN(C(=O)CCc2ccc(S(=O)(=O)NC(C)C)cc2)CC1 | 2 | 10% | -5% | i | -5% | -0.8% | . | 5% | -2%
Cc1ccc(NC(=O)/C(=C/c2cccc(Br)c2)NC(=O)c2ccco2)cc1 | -12 | 6% | -14% | i | 5% | 2.6% | -26%[11.3 µM] | -6% | 13%
Cn1cccc1C1(C(F)(F)F)NCCNC1=O (stereo unspecified) | 1 | -7% | -15% | i | -65% | -0.1% | -3% | -4% | 0%
O=C(O)c1ccccc1NCc1ccncc1 | 42 | 1% | ? | i | 10% | -0.7% | 1% | -3% | -2%
O=C(N/C(=C/c1ccc(Br)cc1)C(=O)N1CCCCC1)c1ccccc1F | -25 | 9% | 0% | i | -15% | 0.6% | -3% | 2% | 7%
COc1cccc(CNC(=O)CCCn2nc(C)c3c(C)n(-c4ccc(C)cc4)nc3c2=O)c1OC | -15 | ? | -8%&-17% | i | -3%&-4% | 0.0%&0.7% | -1% | 0%&0% | 3%
Cc1ccccc1S(=O)(=O)/N=C(/Nc1nc2ccccc2s1)c1ccccc1 | 51 | 3% | -10% | i | -11% | 8.2% | 34%[activator] | -3% | 21%
COc1ccccc1C1/C(=C(/O)c2cnn(-c3ccccc3)c2C)C(=O)C(=O)N1CCN(C)C (stereo unspecified) | -8 | 30% | 5% | i | 1% | 0.3% | . | 15% | 13%
Cc1ccc2oc(-c3cccc(NC(=O)/C=C/c4cccc([N+](=O)[O-])c4)c3C)nc2c1 | 22 | ? | -8% | i | 13% | 6.9% | 23% | 1% | 10%
CC(C)N1CCC(=NNc2ccc([N+](=O)[O-])cc2S(=O)(=O)N2CCOCC2)CC1 | -11 | ? | 11µM* | i | -35% | 2.4% | -23% | -3% | 0%

For reference, 2 of the compounds above:
molecule | IL-1B inflam inh | Nrf2 block | TGFb inhibitor | ATXN viability | HepG2 viability | Nrf2 ARE act | ATXN2 expr inh | A549 tox | MCF10A rereplic
Cc1ccc2oc(-c3cccc(NC(=O)/C=C/c4cccc([N+](=O)[O-])c4)c3C)nc2c1 | 22 | ? | -8% | i | 13% | 6.9% | 23% | 1% | 10%
CC(C)N1CCC(=NNc2ccc([N+](=O)[O-])cc2S(=O)(=O)N2CCOCC2)CC1 | -11 | ? | 11µM* | i | -35% | 2.4% | -23% | -3% | 0%

Next results follow.
molecule | IL-1B inflam inh | Nrf2 block | TGFb inhibitor | ATXN viability | HepG2 viability | Nrf2 ARE act | ATXN2 expr inh | A549 tox | MCF10A rereplic
CCOc1cc(-c2nnc(SCC(=O)NCCCOC)nc2-c2ccc(OC)c(OCC)c2)ccc1OC | . | . | 32%[activator] | . | 0% | 7.3% | . | ? | .
CC(=O)c1cccc(NC(=O)N2CCCC2C(=O)NCc2ccc(F)cc2)c1 (stereo unspecified) | -2 | 9% | -1% | i | 2% | -0.6% | -1% | -8% | 25%
CCN(CCN(C)C)C(=O)c1ccc2c(c1NCCO)C(=O)c1ccccc1C2=O | -30 | -14% | -17% | ? | 3% | 0.0% | -32% | ? | -5%
O=[N+]([O-])c1cc(F)cc(F)c1Nc1cc(F)cc(F)c1 | 14 | 0% | -8% | i | -11% | -1.1% | 13% | 7% | -2%
O=C(Nc1ccc(F)c(Cl)c1)c1cc(S(=O)(=O)N2CCc3ccccc3C2)ccc1F | . | . | ? | . | -16% | 2.2% | . | -2% | .
CC(C)n1ncc(C(N)=O)c1N | -3 | -19% | -5% | i | -12% | -1.5% | -4% | -10% | 2%
Cc1ccc(NC(=O)CCS(=O)(=O)c2ccc3c(c2)oc(=O)n3C)c(Br)c1 | . | ? | -10% | i | 8% | 0.5% | 9% | 10% | .
CC(=O)N1CCN(C(=O)c2cc3ccccc3o2)CC1 | -4 | 8% | 8% | i | -4% | -0.4% | 4% | 1% | -19%
COCC(=O)NC1CCN(C(=O)Nc2ccc(Br)cc2)CC1 | 15 | 21% | 23% | i | -1% | -0.4% | -16% | -8% | -1%
Cn1ccc(=Nc2ccc(NC(=O)c3ccc(N=c4ccn(C)c5ccc([N+](=O)[O-])cc45)cc3)cc2)cc1 | -20 | 12% | -28% | ? | -24% | -1.3% | . | -2% | 0%
CCCC(NC(=O)COc1cc2c(c3oc(=O)cc(C)c13)CCC(C)(C)O2)C(=O)O (stereo unspecified) | 18 | -24% | -16% | i | -3% | -0.2% | -13% | 0% | -7%
CC(Sc1ncnc2ccccc12)C(=O)Nc1ccc2c(c1)OCO2 (stereo unspecified) | -15 | ? | -14% | ? | -20% | 6.2% | 11% | -16% | 6%
NC(=O)C1CCN(C(=O)COc2ccc3ccc(=O)oc3c2)CC1 | 5 | 5% | -14% | i | -6% | -0.6% | -16% | 0% | -1%
CSCCC(NC(=O)c1ccc(Cl)cc1Cl)C(=O)OC1CCCCC1=O (stereo unspecified) | -1 | 2% | -6% | i | -23% | -0.7% | 5% | -1% | 1%
CCc1nnc(NC(=O)CSc2nnc(-c3ccco3)n2C)s1 | 34 | -12% | -7% | i | -1% | 0.3% | 0% | 19% | 3%
N#Cc1cccc(NC(=O)CCn2ccnc2)c1 | 16 | -4% | ? | i | -19% | 1.8% | -3% | -6% | 12%
COc1ccccc1NC(=S)N(CCCN1CCOCC1)Cc1ccccn1 | 12 | -4% | -7% | i | -13% | 0.1% | -11% | 1% | 2%
CCC(CC)C(=O)N(C)c1c(C)nc2c(OCC=C(C)C)cccn12 | 85 | . | -11% | i | -5% | -0.6%[9.22 µM] | -21% | . | .
COCCn1c(C)cc(/C=C2/SC(=O)N(CC(=O)N3CCCC3)C2=O)c1C | 10 | 25% | 10% | i | 9% | -0.3% | 14% | ? | -2%
CC1CCN(c2nc(-c3ccco3)c3c(c2C#N)CC(C)(C)OC3)CC1 | 35 | 9% | -25% | i | -34% | ? | 2% | 1% | ?
O=[N+]([O-])c1ccc(N2CCCCC2)cn1 | 4 | 7% | 4% | i | 0% | 2.5% | . | ? | 13%
Cc1cnn(CCC(=O)NNC(=S)Nc2ccc(F)cc2)c1 | 1 | -8% | -1% | i | -16% | -0.6% | -11% | -2% | 20%
COc1cc(C(=O)Nc2cc(OC)c(OC)c(OC)c2)ccc1OCc1c(C)noc1C | -8 | -21% | -3% | i | -31% | 8.1% | -8% | 0% | -1%
O=C(O)c1ccc(NC(=O)C2CCCCC2)cc1 | 11 | -6% | -12% | i | -26% | 0.2% | 4% | 0% | 1%
